Bioassay records from PubChem.
PfG6PD inh: PfG6PD (Plasmodium falciparum) enzyme inhibition | hit rate 0.78% among 350,000 | PfGluPho enzyme, NADPH resazurin-diaphorase fluorescence | inhibition, % at 20 µM;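 active = inhibition reaching at least a set limit at 20 µM in the primary screen, cut at about 59% in these data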;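 note: 0% = DMSO wells with substrate and 100% = DMSO wells lacking glucose-6-phosphate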
GRIN3A LBD mod: NR3A (human) ligand-binding domain modulation. NR3A LBD differential scanning fluorimetry, Tm shift; 0% = protein alone, 100% = glycine-bound protein. Tm shift relative to glycine control, % at 25 µM. hit rate 2.5% among 340,000;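 active = melting temperature shift of at least 10% of the positive control shift, at one fixed dose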
SENP8 block: blocks human SENP8 cleavage of Nedd8 substrate; Q96LD8; recombinant SENP8, Nedd8 substrate fluorescence; inhibition, % at 20 µM; hit rate 0.64% among 360,000; in the data active = inhibition mostly above about 40%, no sharp cut-off; inactive = mostly below about 27%
Target sequence (Q96LD8 whole entry, looked up): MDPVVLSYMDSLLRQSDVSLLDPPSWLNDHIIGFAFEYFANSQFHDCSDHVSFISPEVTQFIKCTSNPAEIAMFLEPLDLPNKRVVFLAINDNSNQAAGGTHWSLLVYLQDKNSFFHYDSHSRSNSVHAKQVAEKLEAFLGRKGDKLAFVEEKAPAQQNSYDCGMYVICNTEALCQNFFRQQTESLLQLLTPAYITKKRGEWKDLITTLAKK
ATG4B inhibitor: inhibitors of human ATG4B cysteine protease; hit rate 0.51% among 340,000; inhibition, % at 8.33 µM; ATG4B cleavage of LC3-PLA2, NBD-HPC fluorescence, 1 h; Q9Y4P1; in the data active = inhibition above about 40%
Target sequence (Q9Y4P1 whole entry, looked up): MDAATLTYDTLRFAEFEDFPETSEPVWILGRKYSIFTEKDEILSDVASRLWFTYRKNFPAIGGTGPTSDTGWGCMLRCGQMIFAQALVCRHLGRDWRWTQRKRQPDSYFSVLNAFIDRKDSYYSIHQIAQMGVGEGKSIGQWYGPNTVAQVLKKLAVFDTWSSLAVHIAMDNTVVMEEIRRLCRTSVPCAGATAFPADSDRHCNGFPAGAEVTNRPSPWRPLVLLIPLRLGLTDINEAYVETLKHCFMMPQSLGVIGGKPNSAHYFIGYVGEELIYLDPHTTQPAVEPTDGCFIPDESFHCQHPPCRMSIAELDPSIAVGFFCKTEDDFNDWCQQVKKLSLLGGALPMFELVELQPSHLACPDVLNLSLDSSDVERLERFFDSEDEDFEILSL
MPTP block: inhibitors of mitochondrial permeability transition pore; isolated mouse mitochondria, Ca2+ swelling absorbance, 30 min; AID 602449; inhibition, % at 10 µM; hit rate 1.4% among 360,000;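 active = inhibition of 50% or more, scaled per plate between neutral and stimulator controls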;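 note: 0% = DMSO wells given calcium and 100% = 1 mM EGTA wells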
SENP6 block: blocks the human protease SENP6 | Q9GZR1 | Recombinant SENP6 catalytic domain, aminoluciferin luminescence | inhibition, % at 10 µM | hit rate 1.8% among 330,000 | AID 2599;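 active = inhibition above about 50% at the single tested dose, limit read from the data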;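 note: plate controls were DMSO wells with enzyme for no effect and DMSO wells lacking enzyme for full effect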
Target sequence (Q9GZR1 628-1112 limits assumed): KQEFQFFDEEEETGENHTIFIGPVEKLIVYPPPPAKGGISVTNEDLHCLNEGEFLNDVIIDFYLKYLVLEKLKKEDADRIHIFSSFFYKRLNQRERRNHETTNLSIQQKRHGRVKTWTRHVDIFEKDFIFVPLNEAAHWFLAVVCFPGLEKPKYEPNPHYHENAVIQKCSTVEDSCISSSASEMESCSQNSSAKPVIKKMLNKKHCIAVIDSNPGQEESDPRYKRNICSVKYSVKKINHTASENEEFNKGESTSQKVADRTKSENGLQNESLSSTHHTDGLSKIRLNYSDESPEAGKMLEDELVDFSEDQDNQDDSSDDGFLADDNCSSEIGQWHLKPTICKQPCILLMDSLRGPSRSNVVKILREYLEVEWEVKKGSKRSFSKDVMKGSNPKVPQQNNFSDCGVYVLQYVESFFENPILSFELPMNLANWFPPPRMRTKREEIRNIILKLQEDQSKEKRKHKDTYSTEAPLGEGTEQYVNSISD
SENP7 inh: SENP7 protease inhibition; recombinant SENP7, Z-RLRGG-aminoluciferin luminescence, 40 min; inhibition, % at 5 µM; hit rate 1.5% among 330,000; Q9BQF6; AID 434973;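 active = inhibition above about 50% at the single test dose, limit read from the data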;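 note: plate controls were DMSO with enzyme for no effect and no enzyme buffer wells for full effect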
HKDC1 inh: HKDC1 (human) hexokinase inhibition. Q2TB90. recombinant HKDC1, G6PDH/diaphorase resazurin coupled fluorescence. inhibition, % at 20 µM. hit rate 0.16% among 340,000. AID 493160;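 active = inhibition above about 35% when tested at 20 µM, limit read from the data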;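 note: plate controls were DMSO wells with enzyme for no effect and DMSO wells lacking enzyme for full effect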
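Material – in-house recombinant HK5 (HKDC1) enzyme · Quantity – HKDC1 at 5 µg/mL · Buffer or medium – pH 8.0 Tris buffer with 10 mM MgCl2 · Reagent – glucose with 1 mM ATP · Dosing – single 20 µM dose · Times – reaction time 90 min, room temperature, protected from light · Technique – resorufin fluorescence at 613 nm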
* hit, by the source's call; nt = no result given.

Results follow in this order: SENP8 block, PfG6PD inh, HKDC1 inh, GRIN3A LBD mod, ATG4B inhibitor, SENP6 block, MPTP block, SENP7 inh
CCOc1ccccc1NC(=O)C1CCCN(c2c(CC)c(C)nc3ncnn23)C1 (stereo not drawn)
  -4, -6, -4, -2, 2, -4, -0.6, -5
CN1C(=O)C2C(c3ccc(N(C)C)cc3)NN(Cc3ccccc3)C2C1=O (stereo not drawn)
  -50, 1, -2, -2, 5, -3, 1.7, -1
CCOc1cc(C(=O)CSc2nnc(CNc3ccc(Cl)cc3)o2)ccc1NC(=O)CC
  7, -19, -5, 1, -6, 4, 3.0, 13
CCN(CC(=O)Nc1ccc(S(=O)(=O)N2CCCCC2)cc1)Cc1ccccc1
  -11, -3, 0, -1, -4, -1, 1.7, 0
COc1ccc(CC(=O)NC(C)(C)C)cc1S(=O)(=O)N1CCOCC1
  1, -7, -3, 0, 6, -18, -2.9, -7
O=c1c(Cl)c(N2CCN(c3ccc(F)cc3)CC2)cnn1C12CC3CC(CC(C3)C1)C2
  24, -5, 3, -3, -2, -13, -0.6, -2
COc1ccc(C)cc1NC(=O)Nn1cnnc1
  20, 5, -6, -1, 1, 9, 0.7, 3
COC(=O)C1=C(CSc2nc3c(cc2C#N)CN(C)CC3)OC(N)=C(C#N)C1c1ccc(F)cc1 (stereo not drawn)
  -174, 30, 24, -9, 11, 10, 4.1, 3
O=C(COC(=O)c1nc(Cl)ccc1Cl)c1ccc[nH]1
  8, -9, -2, -1, 7, 2, 0.9, 7
COc1ccc(CCNC(=O)C(=O)NCC2CCCN2S(=O)(=O)c2ccc(OC)cc2)cc1 (stereo not drawn)
  -4, 13, 0, 2, -6, -2, -1.0, 4
O=C(Nc1nnc(S(=O)(=O)N2CCOCC2)s1)c1ccc(Cl)cc1
  -275, 104*, -1, -5, 1, -2, 2.1, -4
COc1ccc(C(=O)CSc2n[nH]c(N)n2)cc1
  -2, 3, -3, 1, -6, -14, -1.0, -5
Cc1cc(-c2csc(NC(=O)c3cc4ccccc4o3)n2)c(C)n1C
  -22, -4, 10, -3, 7, 2, -1.6, 1
Cc1cc(C)c(C2=CC(=O)C[C@H](c3ccc4c(c3)OCO4)C2)c(C)c1
  10, 2, -2, -3, 2, -6, 0.2, -2
CC1(C)CC(=O)C=C(NNC(=O)c2ccccc2O)C1
  -12, -2, -12, -2, -15, 5, -0.5, 2

Compounds listed so far that contain an aryl thioether with sulfur outside any ring, in the order listed:
Results follow in this order: SENP8 block, PfG6PD inh, HKDC1 inh, GRIN3A LBD mod, ATG4B inhibitor, SENP6 block, MPTP block, SENP7 inh
CCOc1cc(C(=O)CSc2nnc(CNc3ccc(Cl)cc3)o2)ccc1NC(=O)CC
  7, -19, -5, 1, -6, 4, 3.0, 13
COC(=O)C1=C(CSc2nc3c(cc2C#N)CN(C)CC3)OC(N)=C(C#N)C1c1ccc(F)cc1 (stereo not drawn)
  -174, 30, 24, -9, 11, 10, 4.1, 3
COc1ccc(C(=O)CSc2n[nH]c(N)n2)cc1
  -2, 3, -3, 1, -6, -14, -1.0, -5

Other results.
Results follow in this order: SENP8 block, PfG6PD inh, HKDC1 inh, GRIN3A LBD mod, ATG4B inhibitor, SENP6 block, MPTP block, SENP7 inh
CC[C@]12c3[nH]c4cc(-c5ccco5)ccc4c3CCN1C(=O)[C@@H](CC(=O)NCCC1=CCCCC1)C[C@@H]2C(=O)N1CCN(C(=O)C2CC2)CC1
  -325, 21, 0, -2, nt, nt, 0.2, -4
O=C(/C=C/c1ccccc1[N+](=O)[O-])c1ccc(F)cc1
  21, 13, 9, -6, 1, -24, -1.2, -6
Cc1ccc2c(c1)C(=O)C(=O)N2c1ccc(Cl)cc1
  18, -20, 19, -2, 11, 2, -0.7, 12
CCOC(=O)N1CCN(C(=O)CSc2nnc(-c3ccccc3OC)o2)CC1
  27, -8, 5, -6, -9, -32, 1.1, 4
CCOc1cccc(CN2CCC(N3CCC(C(=O)NCC4CCCO4)CC3)CC2)c1 (stereo not drawn)
  12, 7, -3, 1, -12, 4, -0.7, -1
CN1C(=O)C2(OCCCO2)c2cc(Cl)ccc21
  8, 8, -9, 0, -5, -14, 1.6, -5
O=C1/C(=C/c2cccs2)COc2ccccc21
  10, 1, -5, 0, 23, 98*, -1.9, 83*
Cc1ccc2c(c1)NC(=O)C(CC(=O)NC1CCCCC1C)O2 (stereo not drawn)
  7, 21, 1, 0, 0, 5, -2.0, -1
CCC(C)(C)c1ccc(OCCN2C(=O)NC(C)(C)C2=O)cc1
  6, -3, -2, 3, -8, -4, 2.3, -5
CCOC(=O)c1cc(NC(=O)N2CCCc3ccccc32)c(C)nc1C
  -154, 7, -12, 0, -3, -8, 1.7, 9
COc1cc[n+]([O-])cc1[N+](=O)[O-]
  17, 7, -4, 2, 4, nt, -1.8, nt
COC(c1ccccc1)c1nc2ccccc2[nH]c1=O (stereo not drawn)
  -128, 10, -12, -1, 1, -2, 1.3, -3
Cn1c(SCC(=O)NC2CC2)nnc1-c1ccco1
  10, -19, -3, 0, -1, -1, -0.6, 3
CC(NC(=O)OCc1ccccc1)C(=O)NCC1CCCO1 (stereo not drawn)
  9, -8, -7, -1, -2, -1, 0.7, 7
CCCCCn1c(NC(=O)c2ccco2)c(S(=O)(=O)c2ccc(C)cc2)c2nc3ccccc3nc21
  -262, 17, 5, 15*, 23, 41, 40, 33
CCCCN(C(=O)C1COc2ccccc2O1)c1c(N)n(CCC)c(=O)[nH]c1=O (stereo not drawn)
  22, 3, -2, 1, -61, 2, -1.8, -7
Cc1ccc(NC(=O)CN(C)C(=O)C2COc3ccccc3O2)cc1 (stereo not drawn)
  3, 11, -5, -2, -5, -28, 0.1, -2
COc1cccc(C(=O)NCc2ccc(-c3nc4ccccc4s3)cc2)c1
  -96, 12, -11, 0, -5, -22, 0.8, -4
COc1ccc(Br)c(/C=N/NC(=O)COc2ccc(-c3ccccc3)cc2)c1
  18, 13, 0, -8, -1, -14, 2.5, 4
CC/C(=N\NC(=O)C1CCCC1)c1cccc(Br)c1
  3, 4, 1, 1, -5, -10, 0.5, -5
CC(C)CC(C)NC(=O)c1ccc(C(F)(F)F)cc1 (stereo not drawn)
  19, 0, 4, 0, 10, 6, 1.5, 0
COc1ccc(OC)c(NC(=O)c2ccccc2N(Cc2ccccc2)S(C)(=O)=O)c1
  1, -12, -5, 0, -3, -3, 0.6, 6
COc1cc(/C=N/n2c(COc3ccccc3)n[nH]c2=S)cc(OC)c1OC(C)=O
  11, 26, -3, 3, -1, 11, 0.9, 4
O=C(NCC(c1ccco1)N1CCc2ccccc21)C(=O)Nc1ccc(F)cc1F (stereo not drawn)
  9, 19, 1, 2, -1, -6, -2.8, -7
CC(C)(C)NC(=O)Nc1ccc(Cn2cc(C(F)(F)F)ccc2=O)cc1
  -7, 6, -11, 1, -7, 0, 1.1, -7
Cc1ccc(Sc2cc(Cl)nc(N)n2)cc1
  5, -9, -2, 0, -3, 9, -0.7, -2
Cc1ccc(-n2c(C)cc(C(=O)OCC(=O)N3CCOCC3)c2C)cc1
  8, 18, -3, 0, -1, -9, -2.2, 6
COc1ccc(C(=O)Nc2ccccc2C(=O)NCc2cccnc2)cc1OC
  -14, 5, -5, 1, 2, 1, -1.8, -2
N#CCCN(C(=O)CN1CCN(S(=O)(=O)c2ccc3c(c2)OCCO3)CC1)c1ccc(F)cc1
  1, -10, 1, -2, -10, -19, -0.1, 0
CN(C(=O)c1cccc(S(=O)(=O)NCc2ccccc2)c1)C1CCCCC1
  6, 12, -8, -1, -11, 11, -0.5, 5
O=C(Nc1ccc2c(c1)OCO2)C1CCCN(c2nc3ccccc3s2)C1 (stereo not drawn)
  5, 49, -4, -15, 22, -1, -0.1, -3
CCc1ccc2[nH]c(=O)c(C(c3nnnn3CCOC)N3CCN(c4ccccc4F)CC3)cc2c1 (stereo not drawn)
  -88, 36, -1, 0, -9, -6, -3.8, 3
CC1C=CCC2C(=O)N(c3ccc(OC(=O)c4ccco4)cc3)C(=O)C12 (stereo not drawn)
  17, 7, -7, -2, -2, 3, -0.9, 0
COC(=O)N[C@H](c1ccccc1)[C@@]1(C)C[C@@H]1[C@@H](C)C(=O)Nc1ccc2ccccc2c1
  1, 5, -2, -11, -4, -18, -0.2, -3
Cc1ccc(NC(=O)CSCC(=O)Nc2ccc(N3CCOCC3)cc2N2CCOCC2)cc1
  6, 6, -6, 1, -4, -8, 3.8, 7
Cc1nnc(CN(C)C(=O)c2cc(COc3ccc(C)c(C)c3)on2)o1
  8, -10, -5, 1, 22, 2, -0.6, -1
O=C(Nc1ccccc1C(=O)N1CCCC1)c1ccccc1
  2, -6, 4, 0, -3, -5, -1.6, -3
COc1ccc2[nH]c(=O)c(CN(Cc3cccnc3)C(=O)Nc3ccccc3)cc2c1
  -208, -1, 3, 2, -1, 3, 1.4, -3
O=C1C2CCCN2C(c2ccc(Br)cc2)N1c1ccc(F)cc1 (stereo not drawn)
  3, 4, 2, -2, -3, -3, -0.3, 1
Cc1nnc(SCC(=O)Nc2nsc(-c3ccccc3)n2)s1
  -19, -11, 10, 0, 5, -8, -0.2, -6
CC(=O)c1cc(C)ccc1OC(=O)c1ccncc1
  12, -15, -4, 2, 3, 13, 1.3, 6
Cc1ccc(NC(=O)CSc2nccc(=O)[nH]2)c(S(=O)(=O)N2CCOCC2)c1
  23, 4, -9, -1, 5, -10, 1.7, -12
Brc1ccccc1-c1nnc2sc(Cc3ccccc3)nn12
  12, -6, -8, -4, 4, 3, 2.6, 1
Cc1cc(=O)c2ccccc2[nH]1
  6, 10, -4, -2, -2, -6, -1.6, 6
O=C(NCc1ccoc1)c1ccc(NC(=O)c2ccccc2Cl)cc1
  22, -2, -4, -8, 1, 2, -4.2, -3
Cc1ccc(NC(=O)COC(=O)Cc2c(F)cccc2Cl)cc1S(=O)(=O)N1CCOCC1
  4, 3, -3, 1, -2, 0, -0.2, -12
COCCNc1oc(/C=C/c2ccccc2OC)nc1S(=O)(=O)c1ccccc1
  -348, 5, -5, -2, -9, -13, -0.8, 11
Cc1ccc(S(=O)(=O)N2CCCCCC2)cc1C(=O)NCc1ccccn1
  10, -15, 3, -1, -3, -12, 0.7, -1
COC(=O)C1=C(Nc2ccc(C)cc2)C=C(C)C(C(=O)OC)C1c1ccc(OC)cc1 (stereo not drawn)
  -20, 20, 1, -3, -2, -3, 3.7, 6
CCC(C)(C)NC(=O)Cn1c(=O)oc2cc(S(=O)(=O)N3CC(C)CC(C)C3)ccc21 (stereo not drawn)
  14, 2, -7, 2, 0, 0, -1.8, 3
N#Cc1cn(-c2ccccc2)nc1-c1ccccc1
  9, -16, 14, 3, 3, -20, 0.1, -8
COC(=O)c1nccnc1N
  -486, 2, -5, 14*, -1, nt, 1.3, nt
COc1cc(C2(c3ccc(O)c(OC)c3)C(=O)N(C)c3ccc(Br)cc32)ccc1O
  13, -8, -1, -4, -3, -16, 0.6, -2
O=C(OC1CSc2nc3ccccc3n2C1)c1ccco1 (stereo not drawn)
  3, -9, -5, -1, -9, 1, 1.3, -1
CCOc1ccc(/C=C2/C(=N)N3OC(C)=CC3=NC2=O)cc1OC
  17, 4, -11, -3, -3, 6, -0.4, 9
O=C(Nc1nc(COc2ccccc2)cs1)c1ccccc1F
  11, 10, -10, 2, 54*, 15, 1.2, 2
CCN(CC)CCNc1nc2cc(OC)c(OC)cc2c2nc(-c3ccccc3)nn12
  -300, 8, 4, 2, -25, -10, -1.4, -2
FC(F)(F)c1nnc2c(Sc3ccc(Cl)cc3)nc3ccccc3n12
  -176, -25, 4, -3, -4, -1, 1.4, 4
CCCCc1cn([C@@H](CCCCN)C(=O)N2CCNCC2)nn1
  21, 5, -2, 2, -2, -5, -1.2, 7
CSCCC(NC(=O)c1ccccc1)C(=O)Nc1ccc(C)cc1 (stereo not drawn)
  -2, 9, -8, 3, -6, 2, 1.3, -3
O=C(O)c1cc(N/N=C/c2ccc3c(c2)OCCO3)ccc1Cl
  -69, 4, -27, 0, 16, nt, -1.1, nt
Cc1noc(C)c1C(c1ccccc1)S(=O)(=O)c1ccccc1 (stereo not drawn)
  7, 11, 1, 1, 16, -16, 1.6, -5
